Abeta yeast res: compounds reversing amyloid beta toxicity in yeast | yeast expressing A-beta42, growth rescue, OD600, 48 h; response scale: 0% DMSO, 100% iron-clioquinol control | Potency, µM (highest dose often 46.1 µM), without a hit: at the highest dose growth rescue, most hits filed as activators | 0.063% of 410,000 active | AID 1347071; further: potency means the concentration at half of the fitted maximal effect; nearly all actives have a fitted effect of over 55% in size
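Yeast growth medium received pinned compounds, then yeast cells expressing toxic A-beta were added; plates incubated at 30 C for 48 hr. Growth read as absorbance at 600 nm, normalized to DMSO and equimolar FeCl3 plus clioquinol controls.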
Nrf2 ARE act: activators of Nrf2 (ARE) signaling. 0.31% of 410,000 active. AREc32 ARE-luciferase reporter (MCF7-derived line), luminescence, 24 h. Potency, µM (series often up to 46.1 µM), without a hit: top-dose activation, actives largely listed as activators. AID 624171; further: potency means the concentration at half of the fitted maximal effect; % of control where 0% means no effect; nearly all actives have a fitted effect of over 65% in size
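Cells of the AREc32 ARE-luciferase line are plated in OPTI-MEM containing 5% FBS and left overnight at 37 deg C. Compounds are pinned in, incubation continues 24 hr, and firefly luciferase signal is then measured.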
Nrf2 inh: blocks Nrf2 signaling | A549 ARE-Fluc reporter, luciferase luminescence, 18-24 h | Potency, µM (top dose mostly 46 µM), inactives show at the top dose activity change, negative = inhibition, usual class: inhibitors | 2.1% of 360,000 active; further: potency means the concentration at half of the fitted maximal effect; on the % scale 0 is the no-effect control and ±100 the full control effect; nearly all actives have a fitted effect of over 60% in size
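Quantitative HTS in A549 cells stably bearing an antioxidant response element-firefly luciferase construct. Inhibition of Nrf2-driven transcription was scored by luminescence after 18-24 h of compound exposure at 37 °C.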
TGFb inhibitor: inhibitors of TGF-b signaling; HepG2 CAGA-GFP TGF-b/SMAD3 reporter, GFP fluorescence, 18 h; TGF-beta stimulated, 500 pg/mL final; Potency, µM (highest dose often 46.1 µM), without a hit: at the highest dose activity, negative = inhibition, most hits filed as inhibitors; 1.2% of 410,000 active; further: potency means the concentration at half of the fitted maximal effect; on the % scale 0 is the no-effect control and ±100 the full control effect; nearly all actives have a fitted effect of over 65% in size
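GFP signal (ex488/em500-530) from TGF-beta-stimulated HEPG2 CAGA-GFP cells, 500 pg/mL final, 18 h at 37 degrees C in DMEM plus 1% FBS, normalized to unstimulated and DMSO-stimulated controls.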
A549 tox: counter-screen for Nrf2 inhibitors: cytotoxicity in A549 cells; A549 ARE-Fluc cells, CellTiter-Fluor viability, 18-24 h; 0.16% of 390,000 active; Potency, µM (top dose mostly 46 µM), for the others: at the top dose activity change, negative = cytotoxicity, usual class: inhibitors; further: potency means the concentration at half of the fitted maximal effect; on the % scale 0 is the no-effect control and ±100 the full control effect
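A549 ARE-Fluc cells in 5% FBS OPTI-MEM, 5000 cells/well, rested 2 h then exposed to compounds in concentration-response for 18-24 h at 37 °C. Viability by CellTiter-Fluor fluorescence (Ex 405/Em 525) after 30 min; luciferase luminescence (BugLite, 15 min, RT) read afterwards.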
Mm-Cpn inhibitor: M. maripaludis TRiC chaperonin inhibition | Potency, µM (doses to about 76.9 µM), without a hit: at the highest dose activity, negative = inhibition, most hits filed as inhibitors | AID 504842 | purified Mm-Cpn ATPase, ADP Transcreener TR-FRET | 0.031% of 330,000 active; further: potency means the concentration at half of the fitted maximal effect; on the % scale 0 is the no-effect control and ±100 the full control effect; nearly all actives have a fitted effect of over 80% in size
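TR-FRET (320 nm excitation; 590 and 665 nm emission) reports ADP made from 10 uM ATP by 25 nM enzyme; compounds were preincubated 10 min, reaction run 30 min, both at 37°C.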
pAkt inh: Akt phosphorylation inhibition; AID 651550; activity change, % for hits at 50 µM; Neuro2A IGF-stimulated pAkt S473 HTRF, 20 min; active compounds read low; 0.32% of 360,000 active; in the data active means activity change below about -80%; inconclusive means mostly about -51% to -80%; further: on the % scale 0 is the no-effect control and ±100 the full control effect
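Neuro2A cells (4,500/well, DMEM with 0.5% FBS) were treated with compound at a single 50 µM final concentration, stimulated with 6 nM IGF for 20 min at 37 °C, and lysed. Phospho-Akt Ser473 was read by HTRF as 665/615 ratio ×10^4.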
HepG2 viability: kills HepG2 cells in TGF-b inhibitor counter-screen. Potency, µM (highest dose often 46.1 µM), without a hit: at the highest dose activity change, negative = cytotoxicity, most hits filed as cytotoxic. HepG2 CAGA-GFP viability, ATP luminescence, 18 h. AID 588856. 0.76% of 410,000 active; further: potency means the concentration at half of the fitted maximal effect; some results filed as inactive show a strong effect at the top dose
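CellTiter-Glo luminescence gave cytotoxicity after 18 hours at 37 degrees C. The cells were HepG2 CAGA-GFP in 1% FBS DMEM, stimulated with 500 pg/mL TGF-beta after compound addition. %Activity was normalised to no-cell wells (complete cell-killing) and DMSO (no toxicity), and curves were fitted and classified.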
CCT modulator: changes cytosolic chaperonin activity | purified chaperonin ATPase assay, HTRF ADP detection, 30 min | 0.3% of 360,000 active | activity change, % (no concentration beside the values), hits read low; in the data active means activity change below about -30%; further: on the % scale 0 is the no-effect control and ±100 the full control effect
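Enzyme 40 or 20 nM (batch-dependent) in Tris pH 7.4/KCl/MgCl2/DTT; cpd 76 uM single point; ATP 10 uM; 30 min 37 °C; Transcreener ADP HTRF detection, 30 min RT; ratio 665/615.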
Numbers without * were called inactive; i = inactive; ? = inconclusive; nt = no result given. Unless noted, the call rests on the fitted dose curve; in most records, active means well fitted curve in the direction sought with a large enough effect; inconclusive means small, poorly fitted or top-dose-only effect, or another doubt; inactive means no such curve, though single readings can be large; an effect the other way counts as inactive or inconclusive.

entry	mol	pAkt inh	HepG2 viability	Abeta yeast res	Nrf2 ARE act	CCT modulator
1	COc1cc(OC)cc(C(=O)N[C@H](C(=O)OCC(=O)Nc2cccc(F)c2)C(C)C)c1	i	12%	4%	-0.4%	-3.4
2	Cc1ccc(C)c(S(=O)(=O)N2CCN(C(=O)c3ccc(N4CCCC4)c([N+](=O)[O-])c3)CC2)c1	i	-5%	-2%	0.4%	1.1
3	CN(C)c1ccc(-c2ccc3c(=O)c4ccccc4n(C)c3c2)cn1	i	-2%	-2%	4.6%	1.4
4	O=C(CCC1CCCN(C2C3CC4CC(C3)CC2C4)C1)NCc1ccc(F)c(F)c1 (centres undefined)	i	-23%	-3%	-0.5%	2.7
5	CN1C(=O)NC(c2ccccc2[N+](=O)[O-])C2=C1CC(C)(C)CC2=O (centres undefined)	i	-1%	-3%	0.2%	0.6
6	CCN(CC)CCN(C(=O)Cn1nnc(-c2ccc(OC)c(OC)c2)n1)C(C(=O)NC1CCCC1)c1ccc(F)cc1 (centres undefined)	i	-7%	-2%	-0.3%	0.8
7	CCS(=O)(=O)NC(C)C(c1cccs1)N1CCN(c2ccc(OC)cc2)CC1 (centres undefined)	i	-18%	6%	-0.9%	-0.4
8	CC(C)C(=O)NCCCc1ccccc1	i	14%	21%	-0.2%	1.2

entry	TGFb inhibitor	A549 tox	Nrf2 inh	Mm-Cpn inhibitor
1	1%	-11%	-17%	1%
2	?	-18%	?	-26%
3	3%	-2%	?	-6%
4	0%	1%	4%	1%
5	0%	-13%	-26%	-1%
6	-4%	11%	4%	1%
7	-5%	-11%	-20%	2%
8	4%	2%	nt	0%

Next entries
entry	mol	pAkt inh	HepG2 viability	Abeta yeast res	Nrf2 ARE act	CCT modulator
9	O=C(CCl)NCCCN(C(=O)C(Cl)Cl)c1ccc([N+](=O)[O-])cc1	i	13µM*	-2%	11µM*	2.7
10	O=C(NCCN1CCN(c2ccccc2)CC1)c1ccc(NC(=O)C2CCCO2)cc1 (centres undefined)	i	-19%	11%	0.2%	0.9
11	CC(=O)c1ccc(NC(=O)c2ccc(-c3nc(CSc4ccc(C)cc4)c(C)o3)cc2)cc1	nt	-9%	0%	0.9%	nt
12	CCC(C)Sc1c(C(C)C)cnc2c1c(=O)n(C)c(=O)n2C (centres undefined)	nt	-46%	-16%	3.4%	nt
13	Cc1ccc2[nH]c(=O)c(-c3nc4c(C)cccn4c3NCc3ccco3)cc2c1	i	-5%	0%	2.6%	-2.5
14	C/C(=N/Nc1ccccc1[N+](=O)[O-])c1ccc(C)c([N+](=O)[O-])c1	i	4%	-8%	3.8%	1.7
15	CCOC(=O)C1(Cc2ccccc2)CCN(Cc2ccc3cc(NC(C)=O)ccc3n2)CC1	i	1%	11%	-0.1%	-0.1
16	CCOC(=O)Cc1csc(NC(=S)NC(=O)c2ccc(F)cc2)n1	i	-6%	-3%	-2.0%	-2.2

entry	TGFb inhibitor	A549 tox	Nrf2 inh	Mm-Cpn inhibitor
9	?	?	?	-1%
10	-14%	11%	-21%	-3%
11	4%	-12%	?	nt
12	-3%	8%	nt	nt
13	-41%	-12%	-3%	1%
14	4%	-5%	15%	2%
15	-5%	0%	2%	1%
16	-5%	-3%	-7%	1%

Additional results follow.
entry	mol	pAkt inh	HepG2 viability	Abeta yeast res	Nrf2 ARE act	CCT modulator
17	O=C(NCCN1C(=O)C2C3C=CC(C3)C2C1=O)NCc1ccccc1 (centres undefined)	i	-6%	-11%	-0.7%	-2.5
18	Cc1cccc(CCNC(=O)c2cccc(N3CCCC3=O)c2)c1	nt	0%	-2%	-0.1%	1.7
19	CCOC(=O)C(C)N1CC(=O)N(c2ccccc2)C1=O (centres undefined)	i	30%	6%	-1.0%	-0.6
20	CCc1ccc(C(=O)NNC(=O)Cn2c(=O)cnc3ccccc32)cc1	i	-15%	-4%	-0.4%	-0.3
21	CCN1CCN(C(c2ccccc2)c2c(O)cc(C)n(Cc3ccco3)c2=O)CC1 (centres undefined)	nt	1%	7%	-0.7%	nt
22	Cn1c(=O)c2c(ncn2Cc2cc(-c3ccccc3)no2)n(C)c1=O	i	3%	16%	4.5%	-0.3
23	O=C(C1CCCN1S(=O)(=O)c1ccc(Cl)cc1)N1CCN(c2ccccc2)CC1 (centres undefined)	i	-70%	-8%	2.1%	-1.5
24	Cc1ccc(OCC(=O)c2cc(C)n(CC(F)(F)F)c2C)c([N+](=O)[O-])n1	i	-6%	2%	16%	-0.6

entry	TGFb inhibitor	A549 tox	Nrf2 inh	Mm-Cpn inhibitor
17	?	3%	12%	2%
18	-1%	7%	?	?
19	24%	-3%	4%	nt
20	-4%	-1%	6%	-1%
21	14%	6%	nt	nt
22	15%	-1%	nt	2%
23	0%	3%	-2%	-3%
24	-2%	1%	?	1%

New compounds follow
entry	mol	pAkt inh	HepG2 viability	Abeta yeast res	Nrf2 ARE act	CCT modulator
25	O=C(c1ccc(N2CCN(C(=O)c3ccc(F)c(F)c3)CC2)cc1)c1cccc(F)c1	i	-8%	-2%	0.0%	-0.2
26	C/C(=N\Nc1nc(C)cc(-c2ccccc2)n1)c1ccc(F)cc1	i	-29%	4%	-0.5%	-0.3
27	CC(C)(C)OC(=O)C[C@H]1C/C=C\C[C@@H](CC(=O)N(CCO)Cc2ccccc2)C(=O)N[C@@H](c2ccccc2)COC1=O	i	-36%	2%	0.5%	-1.2
28	CCc1cccc2c(C(=O)Cn3nnc(-c4ccc(OC)c(OC)c4)n3)c[nH]c12	i	9%	24%	2.9%	1.9
29	O=C(CN1C(=O)COc2ccccc21)NCCCN1CCc2ccccc2C1	i	-1%	1%	-0.5%	1.1
30	COc1coc(C(O)CN)cc1=O (centres undefined)	i	8%	-14%	-0.8%	1.6
31	CC(=O)NC(CC(=O)Nc1nc(-c2ccccc2)c(C(C)=O)s1)c1ccccc1 (centres undefined)	i	-22%	-16%	4.5%	1.0
32	COc1ccccc1-c1nc(C#N)c(NCCCn2ccnc2)o1	i	4%	-2%	0.0%	-4.3

entry	TGFb inhibitor	A549 tox	Nrf2 inh	Mm-Cpn inhibitor
25	?	-15%	16µM*	-2%
26	?	23%	?	-3%
27	-43%	-4%	-9%	3%
28	25%	-19%	nt	0%
29	5%	-1%	2%	-2%
30	-6%	6%	-3%	2%
31	-22%	-2%	-7%	?
32	39%	0%	0%	-5%

(continued)
entry	mol	pAkt inh	HepG2 viability	Abeta yeast res	Nrf2 ARE act	CCT modulator
33	CCCn1c(SCC(=O)C(C)(C)C)nc2ccccc21	i	-1%	?	-0.9%	-3.0
34	CCOc1ccccc1NC(=O)CN1CCC(NC(=O)Nc2ccccc2)CC1	i	-11%	-18%	0.0%	-2.1
35	Cc1nnc2n(-c3ccccc3)c(=O)c3c4c(sc3n12)COC(C(C)C)C4 (centres undefined)	i	-2%	1%	-0.2%	-1.6
36	Cn1cnc(S(=O)(=O)N2CCCCC2c2cc(C(=O)NCc3ccc(Cl)c(Cl)c3)no2)c1 (centres undefined)	nt	-26%	-22%	5.1%	-0.4
37	O=C(Nc1ccc2c(c1)OCO2)c1cccc(S(=O)(=O)N2CCOCC2)c1	i	-24%	13%	3.3%	3.6
38	CC1CCCN(c2cc(N(C)CCO)c([N+](=O)[O-])c3nonc23)C1 (centres undefined)	i	-5%	-9%	-0.4%	1.7
39	CC1CCN(S(=O)(=O)c2ccc(NC(=O)CCN3C(=O)C4CC=CCC4C3=O)cc2)CC1 (centres undefined)	i	-11%	-5%	-0.3%	2.7
40	COc1cc(CC(=O)Nc2cccc(S(=O)(=O)N(C)c3ccccc3)c2)cc(OC)c1OC	i	-33%	-13%	5.3%	-1.8
41	O=C(O)CCC(=O)Nc1ccc(Cc2ccc(NC(=O)CCC(=O)O)c(O)c2)cc1O	i	5%	-5%	-0.7%	-1.5
42	NS(=O)(=O)c1ccc(NC(=O)Nc2ccc3c(c2)OCO3)cc1	i	2%	-1%	2.0%	-2.8
43	O=C(Nc1c(C(=O)NCc2ccco2)cnn1-c1ccccc1)c1ccc(F)cc1	i	-8%	11%	-0.6%	-1.9

entry	TGFb inhibitor	A549 tox	Nrf2 inh	Mm-Cpn inhibitor
33	5%	-5%	4%	0%
34	2%	-13%	-22%	3%
35	0%	7%	-7%	1%
36	?	nt	nt	nt
37	-1%	2%	9%	nt
38	4%	?	-32%	-1%
39	-15%	5%	?	-5%
40	?	?	15µM*	-1%
41	19%	1%	8%	3%
42	22%	7%	?	-1%
43	-9%	5%	-21%	2%

Fetched by structure from above, 6 records:
entry	mol	pAkt inh	HepG2 viability	Abeta yeast res	Nrf2 ARE act	CCT modulator
41	O=C(O)CCC(=O)Nc1ccc(Cc2ccc(NC(=O)CCC(=O)O)c(O)c2)cc1O	i	5%	-5%	-0.7%	-1.5
35	Cc1nnc2n(-c3ccccc3)c(=O)c3c4c(sc3n12)COC(C(C)C)C4 (centres undefined)	i	-2%	1%	-0.2%	-1.6
39	CC1CCN(S(=O)(=O)c2ccc(NC(=O)CCN3C(=O)C4CC=CCC4C3=O)cc2)CC1 (centres undefined)	i	-11%	-5%	-0.3%	2.7
38	CC1CCCN(c2cc(N(C)CCO)c([N+](=O)[O-])c3nonc23)C1 (centres undefined)	i	-5%	-9%	-0.4%	1.7
33	CCCn1c(SCC(=O)C(C)(C)C)nc2ccccc21	i	-1%	?	-0.9%	-3.0
34	CCOc1ccccc1NC(=O)CN1CCC(NC(=O)Nc2ccccc2)CC1	i	-11%	-18%	0.0%	-2.1

entry	TGFb inhibitor	A549 tox	Nrf2 inh	Mm-Cpn inhibitor
41	19%	1%	8%	3%
35	0%	7%	-7%	1%
39	-15%	5%	?	-5%
38	4%	?	-32%	-1%
33	5%	-5%	4%	0%
34	2%	-13%	-22%	3%

Bioassay records from PubChem.
